Compound activity deposited in PubChem by National Center for Advancing Translational Sciences (NCATS).
MCF10A rereplic: DNA re-replication induction in MCF 10a cells; Potency, µM (titrated, usually from 46.1 µM), without a hit: top-dose activity, positive = re-replication, usual class: activators; MCF 10A DNA re-replication, Hoechst nuclear intensity, 48 h; 350,000 tested, 2.9% active; note: potency is the fitted concentration of half-maximal effect; % of control where 0% means no effect; nearly all actives have a fitted effect of over 50% in size
KB-3-1 tox: kills parental KB-3-1 adenocarcinoma cells. KB-3-1 viability, CellTiter-Glo ATP luminescence, 72 h. Potency, µM (doses to about 46.1 µM), for the others: at the highest dose activity change, negative = cytotoxic, usual class: cytotoxic. 400,000 tested, 1.4% active. AID 1347075; note: potency is the fitted concentration of half-maximal effect; % is set by controls: 0 for no effect and ±100 for the full control effect; nearly all actives have a fitted effect of over 60% in size
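72 h, 37 °C compound treatment of KB-3-1 parental cells; CellTiter-Glo added, 10 min, luminescence read. Data corrected against DMSO-only plates and normalized before curve fitting.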
SW480 rerep: DNA re-replication induction in SW480 cells; SW480 DNA re-replication, Hoechst DNA content imaging, 48 h; Potency, µM (highest dose often 46.1 µM), for the others: at the top dose re-replication activation, most hits filed as activators; 340,000 tested, 1.8% active; AID 624297; note: potency is the fitted concentration of half-maximal effect; % of control where 0% means no effect; nearly all actives have a fitted effect of over 55% in size
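First, 250 cells per well were seeded. Next, compound or vehicle (23 nL) was pinned in, plates sat 48 hr at 37 C. Finally Hoechst was added for 40 min before fluorescence scanning.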
WRN inhibitor: WRN helicase (human) inhibition | Q14191 | WRN helicase unwinding, fluorescent forked duplex, kinetic | 360,000 tested, 0.46% active | Potency, µM (series often up to 114 µM), for the others: at the highest dose activity change, negative = inhibition, hits mostly inhibitors; note: potency is the fitted concentration of half-maximal effect; % is set by controls: 0 for no effect and ±100 for the full control effect; nearly all actives have a fitted effect of over 55% in size
Target sequence (Q14191 whole entry, looked up): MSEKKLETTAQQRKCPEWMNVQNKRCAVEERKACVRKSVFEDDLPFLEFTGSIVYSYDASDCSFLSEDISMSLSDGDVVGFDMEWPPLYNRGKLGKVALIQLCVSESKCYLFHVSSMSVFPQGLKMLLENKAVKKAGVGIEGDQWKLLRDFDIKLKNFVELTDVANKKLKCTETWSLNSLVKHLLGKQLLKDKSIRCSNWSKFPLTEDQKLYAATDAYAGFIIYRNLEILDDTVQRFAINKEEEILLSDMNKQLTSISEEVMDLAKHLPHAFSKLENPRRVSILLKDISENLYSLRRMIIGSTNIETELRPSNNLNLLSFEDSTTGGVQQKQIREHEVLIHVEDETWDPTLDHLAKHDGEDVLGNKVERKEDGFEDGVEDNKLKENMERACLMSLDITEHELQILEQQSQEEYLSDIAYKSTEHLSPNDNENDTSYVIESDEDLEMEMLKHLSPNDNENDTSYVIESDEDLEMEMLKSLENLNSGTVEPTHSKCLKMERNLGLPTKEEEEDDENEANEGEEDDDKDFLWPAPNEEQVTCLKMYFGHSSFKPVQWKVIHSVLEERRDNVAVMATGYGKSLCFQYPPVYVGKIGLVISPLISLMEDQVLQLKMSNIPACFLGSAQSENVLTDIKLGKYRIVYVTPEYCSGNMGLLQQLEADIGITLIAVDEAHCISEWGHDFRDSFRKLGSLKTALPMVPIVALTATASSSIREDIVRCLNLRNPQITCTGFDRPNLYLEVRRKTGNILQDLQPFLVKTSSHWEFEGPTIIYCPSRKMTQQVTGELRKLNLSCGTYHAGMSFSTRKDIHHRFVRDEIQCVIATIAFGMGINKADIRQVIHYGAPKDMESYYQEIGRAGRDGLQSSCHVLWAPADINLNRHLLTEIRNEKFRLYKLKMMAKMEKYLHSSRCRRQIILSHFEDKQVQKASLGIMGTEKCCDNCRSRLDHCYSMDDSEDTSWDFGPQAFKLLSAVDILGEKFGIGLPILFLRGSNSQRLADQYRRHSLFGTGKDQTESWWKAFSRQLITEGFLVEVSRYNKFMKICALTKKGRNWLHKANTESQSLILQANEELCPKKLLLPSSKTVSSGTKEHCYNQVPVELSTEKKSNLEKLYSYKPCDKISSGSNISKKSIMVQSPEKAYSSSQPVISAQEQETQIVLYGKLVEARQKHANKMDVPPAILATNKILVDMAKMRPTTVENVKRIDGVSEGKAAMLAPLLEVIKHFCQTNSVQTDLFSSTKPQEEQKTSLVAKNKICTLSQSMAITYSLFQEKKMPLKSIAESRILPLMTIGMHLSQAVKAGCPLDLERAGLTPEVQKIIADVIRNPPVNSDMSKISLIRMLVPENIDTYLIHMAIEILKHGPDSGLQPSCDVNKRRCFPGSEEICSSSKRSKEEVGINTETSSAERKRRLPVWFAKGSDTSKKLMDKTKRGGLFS
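WRN at 20 nM final was preincubated with compound for 15 min at room temperature; reaction started with 100 nM forked duplex oligonucleotide carrying fluorophore and quencher plus 2 mM ATP (final). Unwinding followed kinetically by red fluorescence (ex 525/em 598 nm).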
HT1080-NT tox: kills 2HG-producing HT-1080-NT fibrosarcoma cells; HT-1080-NT fibrosarcoma viability, CellTiter-Glo ATP luminescence, 48 h; Potency, µM (series often up to 46.1 µM), for inactives: at the top dose activity, negative = less viability, actives largely listed as cytotoxic; 360,000 tested, 1.6% active; AID 686970;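 note: NT is the 2HG producing partner of a matched IDH1 knockdown line; potency is the fitted concentration of half-maximal effect; 0% = DMSO-treated cells and -100% = media-only wells without cells; nearly all actives have a fitted effect of over 55% in size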
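Read-out is CellTiter-Glo luminescence after 10 minutes at room temperature, following 48 hours' compound treatment of HT-1080-NT cells (750 cells/well, RPMI, 5% FBS, 37 degrees C).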
KB-V1 MDR tox: KB-V1 MDR subline cytotoxicity | 400,000 tested, 3.4% active | KB-V1 MDR cells viability, CellTiter-Glo, 72 h | Potency, µM (series often up to 46.1 µM), without a hit: at the top dose activity change, negative = cytotoxicity, most hits filed as cytotoxic; note: potency is the fitted concentration of half-maximal effect; % is set by controls: 0 for no effect and ±100 for the full control effect; nearly all actives have a fitted effect of over 60% in size
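Cytotoxicity toward P-gp-expressing KB-V1 cells was determined as loss of CellTiter-Glo luminescence after 72 h at 37 degrees C. Compounds were tested in quantitative HTS format across a concentration range, with curves fitted to normalized data.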
HT1080 IDH1KD tx: HT-1080 IDH1 knockdown cell toxicity (counter line); HT-1080 IDH1 knockdown viability, ATP luminescence, 48 h; Potency, µM (top dose mostly 46.1 µM), inactives show at the highest dose activity, negative = toxicity, most hits filed as cytotoxic; 360,000 tested, 2% active;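 note: potency is the fitted concentration of half-maximal effect; 0% = DMSO wells and -100% = cell-free medium wells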
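IDH1KD HT-1080 cells, 750/well, RPMI + 5% FBS; compound pinned after 2 h settling; 48 h, 37 °C; CellTiter-Glo luminescence; % activity normalised to DMSO and no-cell wells; curves fitted, classed by r2 and efficacy.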
ATXN2 expr inh: reduces ATXN2 reporter expression in HEK-293 cells | HEK-293 ATXN2-luciferase reporter, luminescence, 24 h | Potency, µM (top dose mostly 57 µM), inactives show at the top dose activity change, negative = inhibition, usual class: inhibitors | 360,000 tested, 0.72% active; note: potency is the fitted concentration of half-maximal effect; % is set by controls: 0 for no effect and ±100 for the full control effect; nearly all actives have a fitted effect of over 55% in size
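ATXN2-luciferase reporter cells (luciferase flanked by upstream and downstream ATXN2 gene portions) were treated 24 h at 37 °C with compounds at up to 57 uM. SteadyGlo luminescence gave expression; GF-AFC fluorescence gave viability.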
IL-1B inflam inh: blocks inflammasome-driven IL-1 beta release | THP-1 LPS/ATP IL-1B secretion, AlphaLISA, 16 h; stronger effect = lower value | activity change, % at 57.5 µM | 360,000 tested, 4.7% active | AID 743279; in the data active = activity change below about -50%; inconclusive = mostly about -30% to -49%; note: % is set by controls: 0 for no effect and ±100 for the full control effect
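THP-1 cells pretreated 1 hr with compounds (up to 57.5 uM final), then stimulated with LPS (250 ng/mL final) plus ATP (1.25 mM final); secreted IL-1B measured by AlphaLISA after 16 hr, decreased signal indicating inhibition.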
* hit, by the source's call; i = inactive; ? = inconclusive; / = not tested or not shown; [ ] = dose if it differs, or a comment. Unless noted, calls come from the whole dose curve; as a rule, active = well fitted curve in the direction sought with a large enough effect; inconclusive = small, poorly fitted or top-dose-only effect, or another doubt; inactive = no such curve, though single readings can be large; an effect the other way counts as inactive or inconclusive.

SMILES	ATXN2 expr inh	WRN inhibitor	IL-1B inflam inh	HT1080 IDH1KD tx	HT1080-NT tox	KB-V1 MDR tox	KB-3-1 tox	MCF10A rereplic	SW480 rerep
COc1cc(CNC2CCCCCC2)cc(OC)c1	-7%	-6%	-13	-13%	-12%	0%	-11%	5%	4%
COC(=O)C1=C(CSc2nncn2C)NC(=O)NC1c1ccc(F)cc1 (stereo unspecified)	-11%	-8%	-8	-6%	9%	-2%	-1%	-3%	-4%
O=C(NCC(c1cccnc1)N1CCN(c2ccccc2F)CC1)c1ccccc1 (stereo unspecified)	-16%	-3%	12	3%	-3%	-7%	8%	10%	-1%
CCn1c(SCC(=O)NNC(=O)c2ccc(OC)cc2)nnc1C1CC1	-1%	3%	-2	4%	27%	25%	-4%	-11%	-10%
Cc1c(NC(=S)NC(NC(=O)C(C)C)C(Cl)(Cl)Cl)c(=O)n(-c2ccccc2)n1C (stereo unspecified)	-13%	6%	25	8%	-3%	-4%	-5%	-33%[inhibitor]	-3%
C/C(=C(/NC(=O)c1ccccc1)C(=O)O)c1ccco1	30%	-14%	13	13%	13%	?	14%	?	1%
O=[N+]([O-])C(=C1Nc2ccccc2N1)C(Cl)=C(Cl)Cl	14%	-6%[11.6 µM]	0	-2%	0%	-10%	?	?	58%
COc1ccc(C2=CC(c3ccco3)n3ncnc3N2)cc1 (stereo unspecified)	-12%	2%	-26	0%	13%	-23%	5%	-19%	-6%
COc1ccc(N(CC(=O)Nc2cc(OC)ccc2OC)S(=O)(=O)c2c(C)nn(C)c2C)cc1	-1%	3%	?	-17%	-24%	7%	?	-15%	-7%
N/C(Cn1cncn1)=N\NC(=O)c1ccc(Cl)cc1Cl	-12%	-7%	-6	15%	9%	9%	4%	?	?
CCOc1cc(-c2ccccc2)nc(N)n1	70%[activator]	-2%	?	12%	8%	8%	16%	8%	6%
COc1ccc(NCC(=O)N/N=C/c2ccc3c(c2)OCCO3)cc1	13%	-2%	i	4%	-4%	-6%	15%	?	4%
COc1cc(-c2ncc3ccccn23)cc(OC)c1OC	4%	-6%	?	1%	3%	15µM*	1%	?	-10%
O=C(c1nc(SCc2ccc([N+](=O)[O-])cc2)n2ccccc12)C(F)(F)F	1%	6%	-8	1%	0%	-1%	-5%	13%	-7%
Cc1cnc(C(=O)OCC(=O)c2c[nH]c3ccccc23)cn1	-10%	9%	9	0%	1%	0%	5%	-3%	1%
Cc1cccc(OCC(=O)Nc2ccccc2C(F)(F)F)c1	3%	7%	0	-3%	1%	-10%	3%	5%	-4%
CCC(C)c1ccc(OCCCCN2CCOCC2)cc1 (stereo unspecified)	-10%	6%	4	-12%	-1%	0%	-2%	28%	2%
CCOc1cccc2cc(C(N)=O)c(=NCc3ccccc3)oc12	-4%	-4%	-7	-1%	4%	7%	-2%	1%	-1%
C/C(CC(=O)Nc1c(C)cc(C)cc1C)=N\NC(=O)c1cnccn1	3%	-3%	9	16%	5%	-10%	1%	6%	-52%[inhibitor]
N#Cc1cc2c([nH]c1=O)CCCC2	11%	5%	19	-1%	10%	-3%	-28%	2%	-2%

Compound profiles (already shown). Screens in order: ATXN2 expr inh	WRN inhibitor	IL-1B inflam inh	HT1080 IDH1KD tx	HT1080-NT tox	KB-V1 MDR tox	KB-3-1 tox	MCF10A rereplic	SW480 rerep
COc1ccc(NCC(=O)N/N=C/c2ccc3c(c2)OCCO3)cc1 as listed: 13%	-2%	i	4%	-4%	-6%	15%	?	4%
C/C(CC(=O)Nc1c(C)cc(C)cc1C)=N\NC(=O)c1cnccn1 as listed: 3%	-3%	9	16%	5%	-10%	1%	6%	-52%[inhibitor]
Cc1cccc(OCC(=O)Nc2ccccc2C(F)(F)F)c1 as listed: 3%	7%	0	-3%	1%	-10%	3%	5%	-4%
COc1ccc(C2=CC(c3ccco3)n3ncnc3N2)cc1 (stereo unspecified) as listed: -12%	2%	-26	0%	13%	-23%	5%	-19%	-6%

Remaining list, next part
SMILES	ATXN2 expr inh	WRN inhibitor	IL-1B inflam inh	HT1080 IDH1KD tx	HT1080-NT tox	KB-V1 MDR tox	KB-3-1 tox	MCF10A rereplic	SW480 rerep
CCCOc1ccc(/C(O)=C2/C(=O)C(=O)N(CCN(C)C)C2c2ccc(OC)c(OC)c2)cc1 (stereo unspecified)	3%	-8%	2	8%	13%	1%	8%	22%	1%[9.22 µM]
Cc1ccc(S(=O)(=O)N2CCN(C(=O)c3cc4c(C)nn(-c5ccccc5)c4s3)CC2)cc1	-15%	-7%	6	-1%	-9%	-18%	0%	?	-14%
COC(=O)CC1SC(=O)NC1=Nc1ccc(OC)cc1 (stereo unspecified)	4%	-2%	13	2%	6%	16%	12%	-6%	-3%
COc1cc(NS(=O)(=O)c2ccccc2)ccc1-n1nc(C)cc1C	1%	2%	5	10%	11%	?	0%	1%	-4%
Cc1cccnc1Nc1nc(-c2ccccc2)cs1	123%[activator]	-7%	40	-11%	-21%	0%	-1%	10%	-66%
O=C(O)CCCC(=O)NNC(=O)c1cccc(Br)c1	5%	-1%	12	14%	6%	?	-2%	2%	5%
CC(=O)Nc1ccc(NC(=O)CCS(=O)(=O)c2ccc3c(c2)oc(=O)n3C)cc1	4%	6%	-6	9%	12%	0%	-2%	?	-2%
O=C(Nc1ccccc1F)C1CCCN1S(=O)(=O)c1cccc2nsnc12 (stereo unspecified)	-2%	-6%	33	11%	4%	3%	-3%	10%	16%
Cc1cccc(C(=O)NC(C(=O)Nc2nc(-c3ccccn3)cs2)C(C)C)c1 (stereo unspecified)	/	-4%	86	?	-28%	?	1%	17%	-4%
Cc1ccc(-c2csc(Cc3nc(-c4ccc5c(c4)CCC(=O)N5)cs3)n2)cc1	-19%	-18%	35	-5%	?	?	0%	7%	3%
OCC1CCN(Cc2nc(Cc3ccccc3Cl)no2)CC1	16%	4%	-7	1%	9%	5%	2%	-1%	2%
CN(C(=O)COC(=O)c1ccccc1C(=O)N1CCN(c2ccccc2)CC1)c1ccccc1	-8%	3%	7	12%	?	?	15%	2%	-5%
Cc1cc(Cl)c(OCCOCCN2CCN(C)CC2)c(Br)c1	-7%	1%	-13	6%	0%	-4%	6%	20%	2%
COc1cc(C)c(NC(=O)C2CCN(S(=O)(=O)c3cccs3)CC2)cc1OC	5%	-3%	0	-2%	0%[9.24 µM]	-8%	?	-7%	?
CCOc1ccc(NC(=O)CN2C(=O)COc3ccc(Cl)cc32)cc1	-1%	1%	2	0%	1%	4%	-15%	-2%	-2%
COc1cccc(Cn2c(=O)c3ccccc3n3nc(C)cc23)c1	-18%	-4%	-8	-26%	-27%	21µM*	?	?	-4%
CC(C)NC(=O)CSc1nnc(C2CC2)n1-c1ccccc1	2%	-5%[57.1 µM]	15	0%	6%	-14%	9%	7%	-6%
Cc1nn(CCO)c2nc(-c3cccs3)cc(C(F)(F)F)c12	-14%	-7%	-17	0%	-3%	-7%	-3%	?	22%
Cc1cc(OC(C)C(=O)N2C[C@H]3C[C@@H](C2)c2cccc(=O)n2C3)c2c(C)c(C)c(=O)oc2c1 (stereo partly specified)	4%	3%	1	3%	0%	-12%	-13%	-3%	-33%[inhibitor]
C[C@H]1CC[C@]2(O[C@@H](CCO)C[C@@H](O)[C@@H]2O)O1	-6%	-2%	-9	1%	-6%	-2%	-16%	14%	1%

Arranged by length of the SMILES (rising): part of the list above
SMILES	ATXN2 expr inh	WRN inhibitor	IL-1B inflam inh	HT1080 IDH1KD tx	HT1080-NT tox	KB-V1 MDR tox	KB-3-1 tox	MCF10A rereplic	SW480 rerep
CCOc1cc(-c2ccccc2)nc(N)n1	70%[activator]	-2%	?	12%	8%	8%	16%	8%	6%
CC(C)NC(=O)CSc1nnc(C2CC2)n1-c1ccccc1	2%	-5%[57.1 µM]	15	0%	6%	-14%	9%	7%	-6%
O=[N+]([O-])C(=C1Nc2ccccc2N1)C(Cl)=C(Cl)Cl	14%	-6%[11.6 µM]	0	-2%	0%	-10%	?	?	58%
O=C(c1nc(SCc2ccc([N+](=O)[O-])cc2)n2ccccc12)C(F)(F)F	1%	6%	-8	1%	0%	-1%	-5%	13%	-7%
CN(C(=O)COC(=O)c1ccccc1C(=O)N1CCN(c2ccccc2)CC1)c1ccccc1	-8%	3%	7	12%	?	?	15%	2%	-5%

Next section.
SMILES	ATXN2 expr inh	WRN inhibitor	IL-1B inflam inh	HT1080 IDH1KD tx	HT1080-NT tox	KB-V1 MDR tox	KB-3-1 tox	MCF10A rereplic	SW480 rerep
COc1ccc(NC(=O)CN2C(=O)CSC(C)C2=O)c(OC)c1 (stereo unspecified)	/	6%	0	0%	17%	?	3%	-6%	3%
FC(F)(F)c1cc(Cl)c2nnc(C(F)(F)Cl)n2c1	/	-1%	1	-12%	-7%	18%	0%	-21%	14%
CC(C#Cc1c([C@@H](C)Oc2ccccc2)nnn1Cc1ccccc1)Oc1ccccc1 (stereo partly specified)	9%	-6%	-20	9%	12%	?	0%	27%	-7%
Cn1nccc1C(=O)N1CCc2c([nH]c3ccccc23)C1c1ccc(F)cc1 (stereo unspecified)	41%[activator]	-7%	-12	-14%	0%	-2%	-2%	?	-10%
